From PubChem BioAssay
L major viab = inhibitors of Leishmania major promastigote growth | Leishmania major promastigotes, resazurin fluorescence viability | inhibition, % at 10 µM | 9% of 200,000 active | AID 1063; in the data active means inhibition above about 50%;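 further: promastigotes grown with compound for 44 hours at 28 °C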
TNAP inh no acc = blocks human TNAP activity with no phosphate acceptor present. purified TNAP, CDP-star luminescence, 30 min. inhibition, % at 20 µM. 0.26% of 200,000 active. AID 1012;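 active means tissue-nonspecific alkaline phosphatase inhibition above about 50% at 20 µM in the single-dose screen, limit read from the data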;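 further: 0% = DMSO negative control and 100% = EDTA positive control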
Target sequence (P05186 whole entry, looked up): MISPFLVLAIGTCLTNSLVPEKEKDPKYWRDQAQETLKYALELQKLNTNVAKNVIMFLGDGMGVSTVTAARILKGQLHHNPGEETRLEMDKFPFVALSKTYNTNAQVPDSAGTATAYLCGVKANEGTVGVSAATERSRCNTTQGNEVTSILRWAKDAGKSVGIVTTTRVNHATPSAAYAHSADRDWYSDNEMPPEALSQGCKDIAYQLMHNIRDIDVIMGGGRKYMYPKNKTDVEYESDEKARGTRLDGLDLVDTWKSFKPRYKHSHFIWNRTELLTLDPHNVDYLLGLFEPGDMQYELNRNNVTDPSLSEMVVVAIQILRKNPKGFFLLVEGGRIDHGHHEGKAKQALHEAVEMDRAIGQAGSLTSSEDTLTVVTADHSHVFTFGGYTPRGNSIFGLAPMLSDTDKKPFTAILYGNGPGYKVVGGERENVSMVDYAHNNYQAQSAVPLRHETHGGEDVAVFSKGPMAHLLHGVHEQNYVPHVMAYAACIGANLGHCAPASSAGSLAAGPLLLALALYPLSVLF
RAM network inh = blocks the yeast RAM network; S. cerevisiae dse1pr::URA3 reporter, 5-FOA growth OD615, 2 d; analog-sensitive cbk1-as2 kinase mutant strain; inhibition, % at 50 µM; 1.8% of 190,000 active;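 active means inhibition above a set limit, 3 SD over mean compound inhibition, cut at about 8.4% in these data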;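 further: 0% = DMSO-only wells with no growth and 100% = 10 µM 1-NA-PP1 full growth; inhibition rescues growth on 5-FOA so higher OD means more RAM inhibition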
FLuc inhib CS = Photinus pyralis luciferase inhibition counter-screen. P08659. ATPLite firefly luciferase biochemical luminescence, 10 min. inhibition, % at 10 µM. 1.5% of 200,000 active. AID 1006;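 active means inhibition above about 50% when tested at 10 µM, limit read from the data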
TNAP act hi DEA = increases human TNAP activity under high phosphate acceptor concentration. purified TNAP, CDP-star luminescence, 1 M DEA, 30 min; hits give high values; 0 = EDTA background, 1 = DMSO-only activity. 200,000 tested, under 10 active. activation factor at 20 µM;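 active means activation factor at least 2 at 20 µM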
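Assay system: human TNAP; Input: enzyme diluted 1/800 final; Reagent: CDP-star luminogenic substrate at 100 µM final; Timing: 30 min, room temperature; Signal: luminescence; Evaluation: TNAP activation factor scaled between EDTA and DMSO control wells.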
APP 5UTR inh = APP translation inhibition; SH-SY5Y APP 5'UTR-luciferase reporter, luminescence; 0.82% of 190,000 active; inhibition, % at 2 µM; AID 1285;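 active means inhibition above a set limit, derived from the sample mean plus 3 SD, cut at about 45% in these data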; further: values of inactives mirror those of a sister screen read the other way
bIAP inh = blocks bovine intestinal alkaline phosphatase activity | inhibition, % at 20 µM | purified bovine IAP, CDP-star luminescence, 30 min | 190,000 tested, under 10 active | AID 1019;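 active means over 50% inhibition of intestinal alkaline phosphatase at 20 µM in the single-dose screen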
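Incubation: 30 min reaction at room temperature / Material: purified bovine intestinal alkaline phosphatase (IAP) enzyme / Input: enzyme at 1/65,000,000 dilution / Dosing: 20 µM single dose / Signal: CDP-star luminescence signal / Reagent: CDP-star chemiluminescent phosphatase substrate, 30 µM final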
TNAP inh hi DEA = inhibitors of human TNAP at high phosphate acceptor concentration; P05186; purified TNAP, CDP-star luminescence, 1 M DEA; inhibition, % at 20 µM; 0.03% of 200,000 active; AID 1135;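 active means over 50% inhibition of tissue-nonspecific alkaline phosphatase at 20 µM in the single-dose screen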;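 further: plate controls were DMSO wells for no effect and EDTA-quenched wells as full inhibition for full effect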
bIAP act = intestinal alkaline phosphatase (bovine) activation; purified bovine IAP, CDP-star luminescence, 30 min; hits give high values; fold of DMSO-control signal, blank-subtracted; activation factor at 20 µM; 0.17% of 200,000 active;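 active means activation factor of 2 or more at 20 µM, a signal rise over negative controls twice the positive control's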
FLuc act counter = firefly luciferase counter-screen for stimulation assays | 200,000 tested, under 10 active | P08659 | ATPlite luciferase biochemical, luminescence, 10 min; 0 = ATP-free wells, 1 = DMSO control | activation factor at 10 µM;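 active means luciferase activation factor, scaled between plate controls, of at least 2 with compound at 10 µM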
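Material: Luciferase/luciferin reagent mix | Doses: Test compounds dosed from 2 mM stocks in 100% DMSO | Timing: 10 min incubation after luciferase reagent addition, room temperature | Measured by: Luminescence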
* = called active by the depositor.

SMILES	L major viab	TNAP inh no acc	RAM network inh	FLuc inhib CS	TNAP act hi DEA	APP 5UTR inh	bIAP inh	TNAP inh hi DEA	bIAP act	FLuc act counter
CSc1ccccc1COC(=O)Nc1ccccc1C	6	-5	3.9	1	1	-1	-11	1	1.1	1
CCC(C)[C@@H](C(=O)Nc1ccc(OC)c(OC)c1)N1Cc2ccccc2C1=O (stereo not given in full)	25	11	0.7	-6	1.1	-7	2	-8	1	1.1
CCOC(=O)N1CCC(Nc2c(Nc3cccc(CC)c3)c(=O)c2=O)CC1	1	0	3.2	-3	1.1	1	-8	-6	1.1	1
COCCn1c(SCC(=O)c2ccccc2)nc2c(c1=O)SCC2	1	-17	-0.2	0	1	-1	-3	0	1	1
CCOC(=O)C(NC(=O)Nc1ccc(Cl)cn1)(Oc1ccccc1)C(F)(F)F (stereo not given)	1	-4	2.4	-3	1	-9	-3	-3	1	1
CCOCc1nnc(NC(=O)c2cc(Cl)ccc2OC)s1	18	-4	1.8	-5	1.1	8	-2	-5	1	1
COc1ccc2c(C)cc(N3CCN(c4ccc(F)cc4)CC3)nc2c1	87*	-6	0.9	-4	1	-8	19	-2	0.8	1
CCn1ncc(C2=NOC(C(=O)Nc3cc(OC)c(Cl)cc3OC)C2)c1C (stereo not given)	-4	-12	4.0	-6	1	-17	6	-5	0.9	1.1
Cc1cc(C(=O)OCC(=O)NCCCN2CCCC2=O)c2ccccc2n1	-5	1	1.3	-7	1	3	2	-4	1	1.1
COc1cccc(-c2cc(C(=O)NN3CCOCC3)c3ccccc3n2)c1	-3	-4	2.0	-1	1	10	7	3	0.9	1
CC(=O)Nc1ccc(S(=O)(=O)Nc2cccc(N(C)S(C)(=O)=O)c2)cc1	-2	-9	0.8	-4	1.1	-3	-3	-6	1	1
O=C(NCCc1csc(-c2ccccc2)n1)c1cccs1	5	-7	0.5	2	1	-11	24	4	0.8	1
COc1ccc(CCNC(=O)N2CCOCC2)cc1	-4	-8	-0.2	-1	1	-4	-12	0	1.1	1
CCc1ccc(OCC(O)CN2CCC(CN3C(=O)c4cccc5cccc(c45)C3=O)CC2)cc1 (stereo not given)	100*	-3	-0.5	0	1.1	26	-5	-6	1.1	1
CCC(=O)Nc1cccc(NC(=O)CSc2nnnn2C)c1	-3	0	1.9	-7	1.1	2	4	-8	1	1.1
CN(CC(CC(=O)Nc1nncs1)c1ccccc1)S(=O)(=O)c1ccc(Br)cc1 (stereo not given)	24	-9	2.7	-5	1	3	-1	-4	1	1.1
Cc1nn(C)c(C)c1NC(=O)c1ccc(Cl)cc1	-2	-5	-0.5	-5	1	-4	2	-4	1	1
CC(OC(=O)c1ccc(F)cc1)C(=O)Nc1nc(-c2cccc([N+](=O)[O-])c2)cs1 (stereo not given)	19	-3	5.4	-9	1	3	5	-2	0.9	1.1
O=C1N=C(N2CCc3ccccc3C2)S/C1=C\c1cccc(O)c1	2	-1	7.5	3	1	-28	8	-1	0.9	1
O=C(CSCc1ccc(Cl)cc1)NN=C1CCCC1	-3	-2	-0.3	-3	1	0	5	2	1	1
O=C(CSc1ncn[nH]1)Nc1ccccc1Sc1ccccc1	70*	-14	0.5	-4	1.1	-6	-19	-10	1.2	1
CCOC(=O)Cn1nc(C)c(NC(=O)COc2ccc(F)cc2F)c1C	-6	-11	2.0	-3	1.1	5	6	-6	0.9	1
CCOC(=O)c1[nH]c(C)c(C(=O)N2CCN(C(=O)OCC)CC2)c1CC	-1	-13	1.7	-10	1	3	3	-3	1	1.1

Copied from the list:
For TNAP inh no acc, O=C(CSCc1ccc(Cl)cc1)NN=C1CCCC1 is listed with -2
For TNAP inh hi DEA, CC(=O)Nc1ccc(S(=O)(=O)Nc2cccc(N(C)S(C)(=O)=O)c2)cc1 is listed with -6

Full records as entered above. Order of values: L major viab	TNAP inh no acc	RAM network inh	FLuc inhib CS	TNAP act hi DEA	APP 5UTR inh	bIAP inh	TNAP inh hi DEA	bIAP act	FLuc act counter
COc1ccc2c(C)cc(N3CCN(c4ccc(F)cc4)CC3)nc2c1 is listed as 87*	-6	0.9	-4	1	-8	19	-2	0.8	1
O=C(NCCc1csc(-c2ccccc2)n1)c1cccs1 is listed as 5	-7	0.5	2	1	-11	24	4	0.8	1
O=C(CSCc1ccc(Cl)cc1)NN=C1CCCC1 is listed as -3	-2	-0.3	-3	1	0	5	2	1	1
CC(=O)Nc1ccc(S(=O)(=O)Nc2cccc(N(C)S(C)(=O)=O)c2)cc1 is listed as -2	-9	0.8	-4	1.1	-3	-3	-6	1	1
CC(OC(=O)c1ccc(F)cc1)C(=O)Nc1nc(-c2cccc([N+](=O)[O-])c2)cs1 (stereo not given) is listed as 19	-3	5.4	-9	1	3	5	-2	0.9	1.1
